Ecoli WT growth: blocks growth of wild type E. coli BW25113. E. coli BW25113 growth inhibition, OD600. inhibition, % at 10 µM. 0.05% of 20,000 active. AID 552; in the data active = inhibition above about 40%;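 note: bacteria exposed to compound for 20 hours at 37 °C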
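System: bacterial strain in a whole-cell growth screen; medium: LB broth with 50 µg/mL kanamycin; detection: absorbance at 615 nm; schedule: 20 h exposure, 37 °C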
Starred values were filed as active, the others as inactive.

canonical_smiles,Ecoli WT growth
Cc1cc(NC(=O)c2cc3ncc(Br)cn3n2)no1,-11.3
O=C(c1cc(-c2ccccc2)on1)N1CCN(C(=O)c2ccco2)CC1,-13.5
CCOC(=O)CSC1=C(C#N)C(c2ccc(C)cc2)C(C(=O)OC)C(=O)N1 (stereo not drawn),9.1
CCCCCn1c(CN2CCN(C(=O)OCC)CC2)nc2c1c(=O)[nH]c(=O)n2C,15.7
CC(=O)c1c(N2CCN(C(=O)c3ccco3)CC2)nc(=S)n(-c2ccccc2)c1C,-5.6
Cc1nc(N)sc1-c1csc(N(C)c2ccc(O)cc2)n1,8.8
Cc1cc(C)nc(NS(=O)(=O)c2ccc(NC(=O)CCC3COc4ccccc4O3)cc2)n1 (stereo not drawn),-19.1
Cc1cc(C)c2c(N)c(S(=O)(=O)c3ccccc3)sc2n1,0.1
Cc1cc(NC(=O)c2ccc(N(C)S(=O)(=O)c3ccccc3)cc2)no1,4.6
COc1ccccc1N1CCN(C(=O)C(Cc2ccccc2)NC(=O)C2CCCCC2)CC1 (stereo not drawn),4.3
O=C(CSc1nnc(CNC(=O)c2cccs2)o1)NC1CCCC1,0.1
O=C(CSc1nnc(Cn2nnc(-c3ccccc3)n2)n1-c1ccccc1)Nc1ccccc1,-19.9
CCOC(=O)N1CCN(C(=O)COc2ccc(S(=O)(=O)Nc3ccc(OCC)cc3)cc2)CC1,-19.6
O=C1CCCC2=C1C1(CCCCC1)N=C(Nc1nc3ccccc3o1)N2,-16.7
C=CCCCOc1ccc(C(=O)O)cc1,-31.6
Cc1cccc(-c2noc(C3CCCCC3)n2)c1,1.1
COc1cc(C)c(C)cc1S(=O)(=O)N1CCCCC1c1cccnc1 (stereo not drawn),-19.0
O=C(Nc1cccc(O)c1)c1ccccc1,-3.4
O=C(CC1C(=O)NCCN1C(=O)Nc1ccccc1)Nc1cccc(C(F)(F)F)c1 (stereo not drawn),7.9
Cc1ccc(NC(=O)CC(O)(C(F)(F)F)C(F)(F)F)c(Br)c1,-29.7
CC(CC(=O)NC1CCSC1=O)c1ccccc1 (stereo not drawn),-3.6
COc1cccc(N(C(=O)c2ccco2)C(C(=O)NC2CCCC2)c2ccc(N(C)C)cc2)c1 (stereo not drawn),8.3
Cc1cc(C)nc(SCC(=O)Nc2ccc(S(=O)(=O)Nc3nccs3)cc2)n1,-2.6
COc1ccc(N(CC(=O)Nc2ccc(S(=O)(=O)N3CCCC3)cc2)S(C)(=O)=O)cc1OC,-9.4
CC(C)=CCCC(C)CN1CCC(O)CC1 (stereo not drawn),2.6
CNC(=O)N(C1=NCC(C)S1)c1ccc(F)cc1F (stereo not drawn),-27.7
O=C(O)CSCc1c(F)cccc1Cl,-0.8
O=C(c1ccc2c(c1)c(=O)oc1ccccc12)N1CCCCC1,5.7
O=C(CSc1nnc(-c2ccco2)n1-c1ccccc1)NCc1ccc2c(c1)OCO2,-22.6
O=C1CNCc2[nH]c3ccccc3c2N1c1ccccc1,-6.0

Four of these compounds in another layout.
canonical_smiles: CNC(=O)N(C1=NCC(C)S1)c1ccc(F)cc1F (stereo not drawn)
  Ecoli WT growth: -27.7

canonical_smiles: O=C(O)CSCc1c(F)cccc1Cl
  Ecoli WT growth: -0.8

canonical_smiles: O=C(c1ccc2c(c1)c(=O)oc1ccccc12)N1CCCCC1
  Ecoli WT growth: 5.7

canonical_smiles: O=C(CSc1nnc(-c2ccco2)n1-c1ccccc1)NCc1ccc2c(c1)OCO2
  Ecoli WT growth: -22.6

Further records.
canonical_smiles,Ecoli WT growth
O=C1c2ccccc2C(=O)N1CCc1ccccn1,-18.9
O=C(NCCOc1ccccc1)c1ncn[nH]1,-20.2
CCOC(=O)C1C(c2ccc3c(c2)OCO3)NC(=O)NC1(O)C(F)(F)F (stereo not drawn),-15.4
CCOc1cc(S(=O)(=O)NC2CCCC2)ccc1Cl,4.4
O=C(OCN1C(=O)c2ccccc2C1=O)C1CCCCC1,0.1
O=C(c1ccco1)N(Cc1cccs1)C1CCS(=O)(=O)C1 (stereo not drawn),-22.6
O=S1(=O)NC(=NC2CCCCCC2)c2ccccc21,-19.1
CS(=O)(=O)N1CCCC(C(=O)NCCCN2CCC(Cc3ccccc3)CC2)C1 (stereo not drawn),6.3
O=C(NC1CCCC1)C(c1ccco1)N(Cc1ccccc1)C(=O)c1csnn1 (stereo not drawn),-2.0
CCOc1ccc(-n2c(C)nc3c(cnn3-c3ccc(Cl)cc3)c2=O)cc1,-2.0
O=C(CSc1nc2ccccc2s1)N1CCOCC1,7.8
O=C(Oc1ccccc1)c1cccc(COC(=O)c2cnccn2)c1,-1.9
CCOC(=O)N1CCN(C(=O)Nc2ccc(Cl)cc2)CC1,-9.9
COc1cccc(-c2noc(-c3cccs3)n2)c1,4.4
Cc1cc(C)nc(NS(=O)(=O)c2ccc(N)cc2)n1,10.7
Cc1nc2cccc(C(=O)NC3CCCCC3)c2o1,6.3
CC(=O)Nc1ccc(N2CCOCC2)c(C(=O)Nc2cccc(C)c2)c1,-18.0
O=C(Cn1cnc2ccccc21)NCCCN1CCOCC1,-1.8
CCN1CCN(S(=O)(=O)c2cc(C)c(OC)cc2C)CC1,-17.2
Cc1cc(NC(=O)c2ccc(Cn3nc(C)c(Br)c3C)o2)no1,2.1
CCOC(=O)Nc1cc(OCC)c(NC(=O)C2CC2)cc1OCC,17.2
C/C(Nc1cccc(F)c1)=C(/C#N)C(N)=O,-3.2
CC(=O)Nc1ccc(S(=O)(=O)N2CCN=C2C)cc1,-2.9
COC(=O)c1ccccc1NC(=O)c1cccc(NC(=O)c2ccc(Br)o2)c1C,-19.3
NC(=O)CSCc1c(Cl)cccc1Cl,-19.6
O=C(c1ccco1)N(Cc1ccco1)c1ccc(O)cc1,-9.0
O=C(CN1CCC(n2nnc3ccccc32)CC1)Nc1ccc2c(c1)CCC2,-6.4
Cc1ccc(S(=O)(=O)N2CCN(S(=O)(=O)N3CCCCC3)CC2)c(C)c1,-15.9
O=C(NCc1ccc2c(c1)OCO2)c1ccc2c(c1)C(=O)N(Cc1cccnc1)C2=O,4.5
O=C(COc1ccc2ccccc2c1Br)N1CCN(c2ccccn2)CC1,5.3
COc1ccc2oc(=O)c(C(=O)N3CCN(c4ccc(F)cc4)CC3)cc2c1,2.5
COc1ccc(NC(=O)CCCN2C(=O)CCC2=O)cc1Cl,-17.4
Cc1ccc(-c2oc3ccccc3c(=O)c2O)cc1,0.2
CCOC(=O)c1c(NC(=O)CSc2ncn[nH]2)sc(C)c1C,-18.3
O=C(CSc1nnc(-c2ccco2)o1)NCC(=O)c1ccccc1,4.5
CCN1C(=O)c2ccccc2S(=O)(=O)c2ccc(C(=O)NCc3cccnc3)cc21,9.2
COc1ccc(CNC(=O)C2CCCN(S(=O)(=O)c3cc(C)ccc3OC)C2)cc1 (stereo not drawn),-20.9
COc1ccccc1NC(=O)c1ccccc1SC,0.6
CCCSc1nc2c(cnn2-c2ccc(C)cc2)c(=O)[nH]1,9.7
O=C(CC1SC2=NCCN2C1=O)Nc1ccc(Cl)cc1 (stereo not drawn),0.4
Cc1cnc(NC(=O)CSc2nnc(Cc3ccccc3)n2C)s1,-7.5
COc1ccc(Nc2ncnc3c2cnn3-c2ccccc2)cc1OC,14.8
O=C(Nc1ccc(N2CCOCC2)c(Cl)c1)c1cccc(F)c1,-25.6
CC(C)OC(=O)c1ccc(N2C(=O)C3CC=CCC3C2=O)cc1 (stereo not drawn),-8.1
Cn1c(NCc2ccco2)nc2c1c(=O)n(Cc1ccc(Br)cc1)c(=O)n2C,-10.9

(list continues)
mol | Ecoli WT growth
Cc1cc(C)n(-c2nnc3n2N=C(c2c[nH]c4ccccc24)CS3)n1 | -17.0
Cc1[nH]nc2c1C1(CCN(C(=O)c3ccccc3)CC1)C(C#N)=C(N)O2 | -3.4
O=C(Nc1cnn(C23CC4CC(CC(C4)C2)C3)c1)c1cnn2c(C(F)(F)F)cc(-c3ccco3)nc12 | 2.4
COc1ccc(NC(=O)C23CCC(C)(C(=O)O2)C3(C)C)cc1 (stereo not drawn) | -22.8
Cc1ccc(/C=N/n2nnnc2N)o1 | -5.8
COc1ccc(NC(=O)c2ccco2)c(NC(=O)Cc2cccs2)c1 | -20.0
Cc1ccc2nc3c(cc(C(=O)NCC4CCCO4)c(=N)n3CCCOC(C)C)c(=O)n2c1 (stereo not drawn) | -19.0
COC(=O)c1cc(Br)c(=O)n(-c2ccc(C(C)=O)cc2)c1 | -20.7
Cc1ccc(C)c(NC(=O)CSc2nnc(-c3ccccc3)o2)c1 | 3.4
CCC(CC)C(=O)NCCc1cc2ccc(C)cc2[nH]c1=O | -0.8
CCCCS(=O)(=O)c1sc2nc3c(cc2c1N)CCCC3 | -17.6
CC(C)c1nnc(N2C(=O)c3oc4ccccc4c(=O)c3C2c2ccco2)s1 (stereo not drawn) | -9.4
COc1ccc(OCCCC(=O)Nc2ccc3c(c2)OCCO3)cc1 | -2.6
CCN1CCN(CC(=O)n2c3c(c4ccccc42)CC(C)CC3)CC1 (stereo not drawn) | -13.2
O=C(c1ccc2nc(N3CCCCC3)sc2c1)N1CCN(c2ccccn2)CC1 | 4.4

An excerpt of these results, with each value named:
Cc1ccc(/C=N/n2nnnc2N)o1
  Ecoli WT growth: -5.8

CCC(CC)C(=O)NCCc1cc2ccc(C)cc2[nH]c1=O
  Ecoli WT growth: -0.8

CC(C)c1nnc(N2C(=O)c3oc4ccccc4c(=O)c3C2c2ccco2)s1 (stereo not drawn)
  Ecoli WT growth: -9.4

Cc1[nH]nc2c1C1(CCN(C(=O)c3ccccc3)CC1)C(C#N)=C(N)O2
  Ecoli WT growth: -3.4

Next part.
mol | Ecoli WT growth
COC(=O)C(NC(C)=O)(Nc1nc2ccc(S(C)(=O)=O)cc2s1)C(F)(F)F (stereo not drawn) | -7.1
COC(=O)Nc1ccccc1C(=O)N1CCCCC1 | -1.2
CCOC(=O)N1CCN(C(=O)c2cnn(-c3ccccc3)c2NC(=O)c2ccccc2F)CC1 | 2.3
O=C(Nc1cccc(S(=O)(=O)C(F)F)c1)c1ccc(Cl)c(S(=O)(=O)N2CCOCC2)c1 | -14.8
CCCCN(Cc1cc2cc(OC)ccc2[nH]c1=O)C(=O)COc1ccccc1 | 0.7
Cc1nc(NS(=O)(=O)c2ccccc2)sc1NC(=O)OC(C)C | 1.2
O=C(O)c1[nH]c2ccc(Cl)cc2c1CC(=O)N1CCN(C(=O)c2ccco2)CC1 | 6.6
CCOC(=O)N1CCC(c2cc(=O)n3[nH]cc(C(=O)OC)c3n2)CC1 | 2.6
O=C(CSc1ncnc2ccccc12)N1CCN(c2ccccc2)CC1 | 4.8
CC1(C)CC(=O)C2=C(C1)Nc1nc(SCCN3CCOCC3)[nH]c(=O)c1C2c1cccs1 (stereo not drawn) | 10.3
O=C(Nc1ccc(OC(F)F)c(Cl)c1)Nc1ccc2c(c1)OCO2 | -16.3
CCOc1ccc2nc(NC(=O)C(CC)Sc3nc(C)cc(=O)[nH]3)sc2c1 (stereo not drawn) | -12.3
CCn1c(C(=O)N2CCC(C(=O)N3CCN(c4ccccn4)CC3)CC2)cc2sccc21 | 3.9
Cc1oc2ccccc2c1-c1cn2c(n1)SCC2 | 16.7
O=C(CCC1CCCCC1)Nc1ncn[nH]1 | -6.0
COC(=O)c1cc2ccsc2n1CC(=O)N(C)c1ccccc1 | 12.3
CC(=O)Oc1cc2c(C(C)=O)coc2c2ccccc12 | -20.7
CCN(CC)CCN1C(=O)C(O)=C(C(=O)c2sc(C)nc2C)C1c1cccnc1 (stereo not drawn) | -22.0
CCOc1ccccc1OCC(=O)NCc1ccco1 | -1.3
O=C(NCc1ccccn1)c1cccs1 | 4.8
O=C(O)C1CC(=O)N(c2ccc(F)c(F)c2)C1 (stereo not drawn) | -25.1
Nc1ccc2c(c1)C(=O)N(CC1CCCO1)C2=O (stereo not drawn) | -6.8
O=C(CCS(=O)(=O)Cc1ccccc1)NCC1CCCO1 (stereo not drawn) | -21.7
CC1(C)Cc2noc(N)c2C(C)(C)N1O | -0.2
COc1ccc(-c2cc3nc4n(c(=O)c3s2)CCC4)cc1 | 0.7
CC1CCCC(NC(=O)CSc2ncccc2C(=O)O)C1C (stereo not drawn) | 11.4
O=C(Cn1c(=O)[nH]c2ccsc2c1=O)N1CCN(c2ccc(F)cc2)CC1 | -5.3
COC(=O)CN(c1cccc(C(C)=O)c1)S(C)(=O)=O | -15.7
O=C(Nc1cccc(-c2nc3cc(Cl)ccc3o2)c1)C1CCCO1 (stereo not drawn) | -13.6
CC(C)(C)Cc1nc(-c2ccccn2)no1 | -7.7
O=c1c2ccccc2[nH]c(=S)n1CCN1CCN(Cc2ccccc2)CC1 | 7.9
CC1=C(C(=O)Nc2ccc(F)cc2)C(c2cccc(C)c2)n2nc(CCCO)nc2N1 (stereo not drawn) | 8.4
CCCCN=CC1=C(O)C(C(=O)OC)C(C)(C)CC1=O (stereo not drawn) | 13.6
CCOC(=O)N1CCN(C(=O)CCc2c(C)nc3c(c(C)nn3-c3ccc(C)c(C)c3)c2C)CC1 | 7.5
COc1c(C)cc(Br)cc1C(=O)Nc1ccc(N2CCN(S(C)(=O)=O)CC2)cc1 | -31.0
N#Cc1cccc(-c2cn(S(=O)(=O)c3ccc(Cl)cc3)nc2N)c1 | -20.9
O=C(Nc1ccc(N2CCN(C(=O)c3ccco3)CC2)c(Cl)c1)c1c(F)c(F)c(F)c(F)c1F | -7.0
COC(=O)c1cc(OC)c(OC)cc1NC(=O)c1cc(C)on1 | -18.3
O=C(NCc1ccco1)c1nc2ccccc2s1 | -15.4
CCn1nnc(NC(=O)c2cccc(-c3cc4ccccc4oc3=O)c2)n1 | -24.9
COC(=O)c1ccc2c(c1)nc(C)n2CCO | 1.6

Source: PubChem (SRMLSC)

These rows are one share of the data (hit frequency here may not be typical).
